H9c2 TAG inh: triacylglycerol accumulation inhibition; H9c2 cells, Nile Red lipid (TAG) fluorescence; cells loaded with 200 µM oleic acid; inhibition, % at 12.5 µM; hit rate 0.66% among 230,000; AID 651582;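 active means pattern-corrected inhibition of lipid staining of at least 50% with the nuclear-stain viability signal not falling by more than 50%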;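 further: 0% = DMSO wells and 100% = triacsin C control wells; some results filed as inactive read as strong as hits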
H9c2 TAG inh DAPI viability: second read-out of H9c2 TAG inh, no call of its own (marks repeat the call); DAPI nuclei signal change (viability), lower = more cytotoxic, %;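 whole-well DAPI fluorescence read on a plate reader as a viability signal; minus 50 percent equals half of cells still viable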
An asterisk follows results filed as active; & = joins results of further samples. This is a subset; rates above refer to the full screens.

Sample of the layout, 13 compounds:
SMILES	H9c2 TAG inh	H9c2 TAG inh DAPI viability
Cc1oc(-c2cccs2)nc1CS(=O)CC(=O)NCCc1ccccc1 (stereo not given)	17.0	-2.4
C(=N\NCc1ccccc1)/c1ccc2ncccc2c1	-3.6	-3.4
COc1cc(/C=N/NC(=O)c2ccncc2)ccc1O	4.0&-2.1	-2.2&-3.9
COc1ccc(C2=NOC(Cn3nc(-c4ccccc4)cc3C(=O)NCc3ccccc3OC)C2)cc1 (stereo not given)	-4.0	0.8
CC(Oc1ccc(Br)cc1)C(=O)NC1CCN(Cc2ccccc2)CC1 (stereo not given)	-14.9	9.9
COc1cccc(-c2cc(C(=O)N3CCN(c4ncccn4)CC3)c3ccccc3n2)c1	-7.0	-0.6
COc1cccc(N2C(=O)CC(N3CCC(c4nc5ccccc5[nH]4)CC3)C2=O)c1 (stereo not given)	-6.2	6.4
O=C(NCC(=O)N(c1cccnc1)C(C(=O)NC1CCCCC1)c1cccnc1)c1ccco1 (stereo not given)	7.8	6.4
COc1ccc(NS(=O)(=O)c2cccc(C(=O)NCC(c3ccco3)N3CCCC3)c2)cc1 (stereo not given)	-4.5	15.2
Cc1cc(C)c(C(=O)CSc2nc3ccccc3c(=O)[nH]2)cc1C	-5.0	8.2
COc1ccccc1/C=C\C(=O)NCC(=O)N/N=C(\C)Cc1ccccc1	12.0	-13.8
CCOc1ccc2nc(SCC(=O)Nc3ccc(S(=O)(=O)N4CCCC4)cc3)c(C)cc2c1	24.4	-0.9
COc1cc(OCc2ccccc2)c(OC)c(OCc2ccccc2)c1	-29.8	-4.9

This part in full, previewed entries included:
SMILES	H9c2 TAG inh	H9c2 TAG inh DAPI viability
Cc1oc(-c2cccs2)nc1CS(=O)CC(=O)NCCc1ccccc1 (stereo not given)	17.0	-2.4
C(=N\NCc1ccccc1)/c1ccc2ncccc2c1	-3.6	-3.4
COc1cc(/C=N/NC(=O)c2ccncc2)ccc1O	4.0&-2.1	-2.2&-3.9
COc1ccc(C2=NOC(Cn3nc(-c4ccccc4)cc3C(=O)NCc3ccccc3OC)C2)cc1 (stereo not given)	-4.0	0.8
CC(Oc1ccc(Br)cc1)C(=O)NC1CCN(Cc2ccccc2)CC1 (stereo not given)	-14.9	9.9
COc1cccc(-c2cc(C(=O)N3CCN(c4ncccn4)CC3)c3ccccc3n2)c1	-7.0	-0.6
COc1cccc(N2C(=O)CC(N3CCC(c4nc5ccccc5[nH]4)CC3)C2=O)c1 (stereo not given)	-6.2	6.4
O=C(NCC(=O)N(c1cccnc1)C(C(=O)NC1CCCCC1)c1cccnc1)c1ccco1 (stereo not given)	7.8	6.4
COc1ccc(NS(=O)(=O)c2cccc(C(=O)NCC(c3ccco3)N3CCCC3)c2)cc1 (stereo not given)	-4.5	15.2
Cc1cc(C)c(C(=O)CSc2nc3ccccc3c(=O)[nH]2)cc1C	-5.0	8.2
COc1ccccc1/C=C\C(=O)NCC(=O)N/N=C(\C)Cc1ccccc1	12.0	-13.8
CCOc1ccc2nc(SCC(=O)Nc3ccc(S(=O)(=O)N4CCCC4)cc3)c(C)cc2c1	24.4	-0.9
COc1cc(OCc2ccccc2)c(OC)c(OCc2ccccc2)c1	-29.8	-4.9
COC(=O)Nc1ccc(S(=O)(=O)N2CCC(C(=O)NC3CCCCC3)CC2)cc1	7.6	4.3
COc1ccc(NC(=O)N2CCCc3cccc(C)c32)cc1	-6.2	1.2
C/C(=C\C(=O)c1ccc(Cl)cc1Cl)N(C)C	-12.2	-1.0
COC(C[C@H]1O[C@@H]1[C@H](O)[C@H](C)OCc1ccccc1)OC	-4.0	5.0
Cc1cccc(N2C(=O)N3[C@H](c4ccc(Cl)cc4)[C@@H]4C(=O)N(C5CCCCC5)C(=O)[C@@H]4[C@]3(Cc3ccc(Cl)cc3)C2=O)c1	31.8	-11.3
CNC[C@@H]1OCc2cnnn2CCCC(=O)N([C@H](C)CO)C[C@H]1C	6.8	-2.4
NC(=O)Cc1ccc(C(=O)c2ccc(F)cc2)s1	-0.5	2.1
Cc1ccc(S(=O)(=O)NCCN2CCNC2=O)cc1	-4.7	-4.0
CN(C)S(=O)(=O)c1cccc(NC(=S)Nc2ccc3cn[nH]c3c2)c1	-16.4	12.2
COc1ccc(CC(=O)Nc2ccccc2N2CCOCC2)cc1OC	11.8	-12.7
COC(=O)c1sc(C(F)(F)F)c(-c2ccccc2)c1S(=O)(=O)N1CCCC1	-21.1	-6.8
CC(C)CC1C(=O)N(Cc2cn(CCC3OCCO3)nn2)CCS(=O)(=O)N1Cc1ccc(-c2ccc(Cl)c(Cl)c2)cc1 (stereo not given)	-4.8	-0.4
New compounds follow:
SMILES	H9c2 TAG inh	H9c2 TAG inh DAPI viability
Cc1ccc(NC(=O)CN2C(=O)S/C(=C\C(=O)Nc3ccc(Cl)cc3)C2=O)cc1	13.6	-5.0
Cc1cc(C)n2nc(C(=O)NCc3ccco3)cc2n1	7.6	-10.3
COC(=O)c1cc(COC(=O)CNC(=O)c2cccc(C)c2)oc1C	11.5	3.2
COc1ccc(-c2cc(C(=O)N/N=C/c3cc(OC)c(OC)cc3OC)c3ccccc3n2)cc1	4.0	5.3
CCCCNC(=O)/C(C#N)=C/c1ccc(C(=O)OC)cc1	13.6	-0.2
Cc1ccc(NC(=O)COc2coc(CN3CCc4ccccc43)cc2=O)c(C)c1	-6.8	4.2
COC(=O)c1ccc(COc2ccccc2/C=C(\C#N)C(=O)Nc2ccc(C)cc2C)cc1	-11.0	-8.1
CC(=O)c1ccc(Oc2ccc(C(C)=O)cc2)cc1	15.8	-2.8
CC(=O)N1CCN(c2ccc(Oc3nc(-c4ccccc4)nc4ccccc34)cc2)CC1	2.8	6.1
CCCn1c(N)c(N(CCOC)C(=O)C2CCCC2)c(=O)[nH]c1=O	-6.8	2.9
OC(c1ccco1)c1nc(-c2ccc(F)c(Cl)c2)cs1 (stereo not given)	-6.8	12.5
Cc1ccc(S(=O)(=O)CCC(=O)N(Cc2nnc(-c3ccc(Cl)cc3)o2)C2CC2)cc1	2.8	-11.7
COc1ccc(OC)c(-c2csc(NC(=O)COC(=O)c3ccc(NC(=O)CC#N)cc3)n2)c1	8.0	-4.0
C[C@@H]1CN([C@H](C)CO)C(=O)CCCn2nncc2CO[C@H]1CN(C)C(=O)NC1CCCCC1	10.6	-3.4
CCOC(=O)CC(NS(=O)(=O)c1ccc(NC(C)=O)cc1)c1ccc(OCC)cc1 (stereo not given)	-6.9	-1.3
O=C(O)c1ccc(Oc2nc3ccccc3s2)cc1	5.8	-8.9
CC(C)[C@H](NC(=O)OCc1ccccc1)C(=O)OCC(=O)NCc1ccco1	4.1	8.5
COc1cccc(N2CCN(C(=O)c3cccc(NC4=NC5CS(=O)(=O)CC5S4)c3)CC2)c1 (stereo not given)	-8.1	-0.9
COc1cc(NC(=O)C(C)(C)C)c(C(=O)OCC(=O)Nc2cc(C)on2)cc1OC	-9.2	-5.9
Cc1cccc2c1NC(C)CC2C (stereo not given)	-28.3	-0.7
Cc1sc(NC(=O)c2cccc([N+](=O)[O-])c2)c(C(N)=O)c1-c1ccc(C(C)(C)C)cc1	81.9*	-5.3*
CCOc1cc(C(=S)N2CCCCC2)ccc1OS(=O)(=O)c1ccc(Cl)cc1	-2.5	-8.3
O=C(Cn1cnc2ccccc21)c1ccc(Br)cc1	-12.3	-1.1
CCCN1C(=O)c2cc(C(=O)Nc3ccccc3CC)ccc2C1O (stereo not given)	14.0	0.9
COc1ccc(C2=CC(=O)C[C@H](c3ccc(OC)c(OC)c3)C2)cc1	11.0	-6.5
Next part.
SMILES	H9c2 TAG inh	H9c2 TAG inh DAPI viability
Cc1onc(-c2ccccc2)c1C(=O)OCC(=O)N(C)c1ccccc1	4.7	-1.2
COc1ccccc1C=NNC(=O)c1ccccc1OCCOc1ccccc1	-46.3	2.2
CCOc1ccc(/C=C/C(O)=C2/C(=O)N(C)C3(C)CC2c2ccccc2O3)cc1OC (stereo not given)	23.7	-3.2
CC(C)[C@H](NC(N)=O)C(=O)Nc1cccc(S(=O)(=O)NC2=NCCCCC2)c1	-5.9	-4.7
CCOC(=O)N1CCN(C(=O)CSCC(=O)Nc2nc(-c3ccc(-c4ccccc4)cc3)cs2)CC1	0.5	4.0
Cc1ccc(C(C)C)cc1-n1nnc(-c2cccc(Cc3ccc4ccccc4c3)c2)c1C(C)O (stereo not given)	28.5	-0.6
Cc1ccc(Cl)cc1NC(=S)N(Cc1ccccc1)Cc1cccnc1	-1.8	-8.1
CC1(C)Cc2cccc(C(=O)Nc3ccc(Cl)cc3)c2O1	-34.2	1.0
N#CC(C#N)=C/C=C(\Nc1ccc(Cl)cc1)c1ccc(Cl)cc1	-0.8	5.2
COc1ccc(NC(=O)C[C@H]2C(=O)N(CCc3ccccc3)C[C@@H]2c2ccc(OC)cc2)cc1	-15.1	-0.1
O=S(=O)(/N=C(/NNS(=O)(=O)c1ccccc1)c1ccccc1)c1ccccc1	4.3	-13.8
O=C(c1ccc(Cl)c(S(=O)(=O)N2CCOCC2)c1)N1CCN(c2ccccc2)CC1	-7.3	2.2
CN(C)c1ccc(/C=C2/C[N+](C)(C)C/C(=C/c3ccc(N(C)C)cc3)C2=O)cc1	-54.3	-6.5
COc1ccc(/C(C)=N/NC(=O)CCC(=O)Nc2ccc(Cl)cc2Cl)c(OC)c1	7.3	6.6
COCCn1cnc2c1c(=O)n(CC(=O)OCC#N)c(=O)n2Cc1ccccc1	8.2	1.9
O=C(/C=C/c1ccco1)NCCCN1CCN(CCCNC(=O)/C=C/c2ccco2)CC1	15.0	-5.7
C=CCNC(=O)COC(=O)c1cc(S(=O)(=O)N2CCCCC2)ccc1Cl	15.5	2.2
Cc1cc(=O)[nH]c2ccc(S(=O)(=O)N3CCOCC3)cc12	5.4	-0.7
CCOc1ccc(NS(=O)(=O)c2ccc(NC(=O)c3ccccn3)cc2)cc1	-83.4	-15.9
[O-]/C(=C(\C(=S)Nc1cccc2ccccc12)[n+]1cccc(CO)c1)c1ccc(Cl)s1	9.5	12.8
CC(=O)N(c1ccc(C)cc1)S(=O)(=O)c1ccc(Cl)cc1	-6.9	5.4
S=C1NCN(C2CCCCC2)CN1c1ccccc1	-3.7	5.4
Brc1ccc(C2=CC(c3cccs3)n3ncnc3N2)cc1 (stereo not given)	-21.3	4.8
CN1CCCCCC1C(=O)N1CCC(N2CCC(C(=O)N3CCOCC3)CC2)CC1 (stereo not given)	-3.1	8.0
Cn1c(SCC(=O)N2CCCc3ccccc32)nnc1-c1ccco1	-17.0	2.9
The listing continues.
SMILES	H9c2 TAG inh	H9c2 TAG inh DAPI viability
CC(C)n1c(NCc2nc3ccccc3n2C)nc2ccccc21	-11.2	8.1
COCCCn1c(SCc2nnc(-c3ccc(OC)c(OC)c3)o2)nnc1-c1ccncc1	17.6	-3.4
COc1ccc(/C=C/C(=O)Nc2ccccc2F)cc1S(=O)(=O)N1CCOCC1	1.7	-0.2
COC(=O)c1nc(NC(=S)NC(=O)c2cccs2)sc1C	-2.4	-1.1
OC(CNCCCCNCC(O)C(F)(F)F)C(F)(F)F (stereo not given)	-5.4	9.8
c1ccc2nc(N3CCN(Cc4ccc5c(c4)OCO5)CC3)cnc2c1	3.1	11.0
Cc1ccsc1C(=O)NNC(=S)NC1CCCCC1	-7.5	2.8
CC(C=NNc1ccc([N+](=O)[O-])cn1)=Cc1ccccc1	-13.5	13.6
CC(C)c1ccc(N2C=Nc3ccc(C(C)C)cc3C2)cc1	6.3	8.7
O=S(=O)(c1cnc(Cl)c(Cl)c1)N1CCCc2ccccc21	10.1	-6.2
Cn1c(=O)c2c(c3ccccc31)OC(=O)CC2c1cccnc1 (stereo not given)	-6.8	-2.1
CC(C)C(c1nnnn1Cc1ccco1)N1CCN(C2CCCC2)CC1 (stereo not given)	10.1	-7.5
CN=c1scc(C)n1/N=C/c1ccc(O)cc1	5.9	-2.8
CC(=O)N1CCN(C(=O)COC(=O)/C=C/c2ccccc2[N+](=O)[O-])CC1	3.2	10.7
CCCCCCOC(=O)C1=C(C)NC(=O)NC1c1ccc2c(c1)OCO2 (stereo not given)	3.2	-0.4
COc1cc(/C=C2/C(=O)NN(c3ccc(Cl)cc3)C2=O)ccc1OC(=O)c1ccco1	-2.4	-2.2
C=CCSc1nnc(NC(=O)C2CSC3(C)CCC(=O)N23)s1 (stereo not given)	-3.9	5.7
CCOC(=O)c1ccccc1NC(=O)CSc1cccc[n+]1[O-]	-1.5	-7.4
Cc1csc2nc3ccccc3c(=O)n12	17.2	-18.6
CCN1C(=O)/C(=C2/Sc3ccccc3N2CCCS(=O)(=O)O)SC1=S	5.2&-9.1	-2.0&12.7
COc1ccc(-c2nc3ccccn3c2CN2CCN(c3ccccc3F)CC2)cc1	-6.4	12.3
CC(=O)c1ccccc1N(C(=O)Cn1nnc2ccccc21)C(C(=O)NCC1CCCO1)c1ccc(N2CCOCC2)cc1 (stereo not given)	-21.4	7.0
C=CCn1cnc2scc(-c3ccc(CC)cc3)c2c1=O	-30.8	-6.2
CCOC(=O)CCN(C(=S)Nc1ccccc1)C1CCCCC1	-1.2	4.2
O=C(Nc1nncs1)Oc1ccccc1	-7.0	8.5
Continuation.
SMILES	H9c2 TAG inh	H9c2 TAG inh DAPI viability
CN1c2ccc(Cl)cc2C(=O)NC1C1CC=CCC1 (stereo not given)	-0.1	1.6
O=c1[nH]ncn1-c1ccccc1	-1.0	1.8
CN1CCCNc2nc3ccccc3nc21	2.8	-3.3
CC1CCN(C(=O)C2CCC(CNS(=O)(=O)c3cccc4cccnc34)CC2)CC1 (stereo not given)	-10.1	-1.8
COc1ccc(N(C)C(=O)CCS(=O)(=O)c2cccc3nonc23)cc1	12.3	-21.7
CCN=C1SC(CC(=O)Nc2ccc3c(c2)OCO3)C(=O)N1CC (stereo not given)	-11.7	-7.5
CCOC(=O)c1c(C)[nH]c(C(=O)COC(=O)c2ccncc2)c1C	8.7	-9.1
CCc1ccc(C(=O)/C=C/NCc2ccc(F)cc2)cc1	-13.2	7.5
Cc1nc2ccccc2cc1C(=O)NCc1ccccc1	-12.3	-3.7
C(#CCN1CCOCC1)COC(c1ccccc1)c1ccccc1	-10.5	8.7
c1c2c(cc3sc(N4CCCCC4)nc13)OCO2	-11.5	17.3
COc1ccccc1NC(=O)COc1ccc(C(=O)OCC(=O)N2CCCC2=O)cc1OC	9.9	-4.0

Screening results: PubChem BioAssay, Sanford-Burnham Center for Chemical Genomics
